# Screening results from PubChem BioAssay.
# BaF3 tox – parental Ba/F3 cell viability inhibition, counter-screen for JAK2V617F inhibitor project, murine pro-B, CellTiter-Glo luminescence; inhibition, % at 5.6 µM; actives 1.1% (n = 220,000); CellTiter-Glo ATP luminescence; AID 1486, 2009;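 active = inhibition above a per-campaign cutoff, the mean inhibition of all tested compounds plus 3 SD, cut at about 27% in these data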;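 also: 0% = DMSO wells and 100% = JAK Inhibitor I control wells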
# Ba/F3 V617F tox – reduced viability of JAK2V617F-dependent Ba/F3 cells, primary screen, JAK2V617F inhibitor project, cell-based, Ba/F3 EpoR-JAK2V617F, luminescence. ATP luminescence. inhibition, % at 5.6 µM. actives 1.1% (n = 220,000). AID 1446, 2008;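 active = inhibition above the campaign mean plus 3 SD over all tested compounds, cut at about 24% in these data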;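 also: cytokine-independent growth of Ba/F3 cells driven by EpoR plus mutant JAK2; 0% = DMSO-treated cells and 100% = JAK inhibitor I control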
# CHOP inhibitor – inhibitors of CHOP promoter induction, primary screen, cell-based, unfolded protein response, luciferase reporter. CHO-K1 CHOP-promoter luciferase, tunicamycin-induced, 15-18 h. inhibition, % at 10 µM. actives 3.8% (n = 220,000). AID 2732, 2010;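 active = compounds that reduced the stress-induced luciferase reporter signal by more than about 70% of percent inhibition, limit read from the data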;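 also: 0% = tunicamycin plus vehicle and 100% = wells without tunicamycin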
# S1P4 antagonist – S1P4 receptor antagonists, primary screen, cell-based; Sphingosine 1-phosphate receptor 4 (Homo sapiens), O95977; S1P4-expressing cells, antagonist mode, reporter read-out; inhibition, % at 4.98 µM; actives 0.26% (n = 220,000); in the data active = inhibition above about 29%;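 also: 0% = wells stimulated with agonist and 100% = vehicle wells without agonist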
# NPY Y1 blocker – NPY-Y1 receptor antagonists, primary screen, cell-based; Neuropeptide Y receptor type 1 (Homo sapiens), P25929; HEK293-CNG Y1 cells, membrane potential fluorescence; NPY at EC95, then isoproterenol; inhibition, % at 3.6 µM; actives 1% (n = 200,000); AID 1040, 2008;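 active = inhibition above the campaign mean inhibition of all tested compounds plus 3 SD, cut at about 20% in these data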;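 also: 0% = DMSO wells given NPY plus isoproterenol and 100% = isoproterenol alone without NPY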
# Target sequence (P25929 whole entry, looked up): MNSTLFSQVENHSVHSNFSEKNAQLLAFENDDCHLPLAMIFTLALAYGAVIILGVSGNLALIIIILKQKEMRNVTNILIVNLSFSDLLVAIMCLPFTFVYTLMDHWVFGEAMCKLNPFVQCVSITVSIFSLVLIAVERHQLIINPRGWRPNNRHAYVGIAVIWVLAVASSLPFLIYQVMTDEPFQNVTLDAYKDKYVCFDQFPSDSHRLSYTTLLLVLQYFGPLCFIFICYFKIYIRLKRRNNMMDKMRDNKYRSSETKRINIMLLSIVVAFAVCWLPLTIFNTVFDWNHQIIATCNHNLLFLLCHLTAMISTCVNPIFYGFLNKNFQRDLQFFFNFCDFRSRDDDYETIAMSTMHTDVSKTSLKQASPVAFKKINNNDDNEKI
#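 Test system – HEK293 Y1/CNG channel cell line · Also added – NPY agonist 25 nM, then isoproterenol 1 µM plus Ro 20-1724 25 µM · Compound dosing – one concentration, 3.6 µM, in 0.4% DMSO · Schedule – compound incubation 1 h at room temperature, readout 45 min post-stimulation · Technique – fluorescence, membrane potential probe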
# p47phox inh – p47phox/p22phox peptide binding inhibitors, primary screen, biochemical, uHTS, NADPH oxidase regulatory subunit. Neutrophil cytosol factor 1 (Homo sapiens), P14598. actives 0.53% (n = 220,000). fluorescence polarization, 2 h. inhibition, % at 24.7 µM. AID 1274, 2008;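 active = inhibition above about 30%, limit read from the data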;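 also: 0% = p47phox with labelled peptide and 100% = labelled peptide alone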
# S1P4 agonist – S1P4 receptor agonists, primary screen, cell-based | Sphingosine 1-phosphate receptor 4 (Homo sapiens), O95977 | S1P4-expressing cell line, agonist reporter assay | actives 0.35% (n = 220,000) | activation, % at 4.98 µM | AID 1509, 2009; in the data active = activation above about 11%;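 also: 0% = DMSO vehicle and 100% = reference agonist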
# NPY-Y2 PAM-ag – NPY-Y2 potentiators or agonists, primary screen, cell-based; actives 0.45% (n = 220,000); activation, % at 3.6 µM; cells expressing NPY-Y2, potentiator/agonist read-out; Neuropeptide Y receptor type 2 (Homo sapiens), P49146; in the data active = activation above about 27%;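 also: cells stimulated with NPY near EC25 plus isoproterenol at EC100; 0% = vehicle plus submaximal agonist and 100% = vehicle plus saturating agonist; some results beyond the cut were filed as inactive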
# Target sequence (P49146 whole entry, looked up): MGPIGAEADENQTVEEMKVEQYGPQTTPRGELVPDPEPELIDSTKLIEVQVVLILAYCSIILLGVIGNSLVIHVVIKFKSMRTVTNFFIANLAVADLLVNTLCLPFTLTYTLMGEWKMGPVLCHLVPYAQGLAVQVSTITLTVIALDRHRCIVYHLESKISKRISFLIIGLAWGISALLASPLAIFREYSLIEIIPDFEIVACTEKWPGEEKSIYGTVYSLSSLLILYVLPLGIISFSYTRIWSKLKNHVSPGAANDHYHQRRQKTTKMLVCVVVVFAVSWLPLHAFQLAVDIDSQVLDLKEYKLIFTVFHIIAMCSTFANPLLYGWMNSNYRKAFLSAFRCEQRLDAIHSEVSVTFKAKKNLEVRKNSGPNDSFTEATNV
# NPY-Y1 PAM-ag – NPY-Y1 receptor potentiators or agonists, primary screen, cell-based; Neuropeptide Y receptor type 1 (Homo sapiens), P25929; NPY-Y1 expressing cells, potentiator/agonist activation; activation, % at 3.6 µM; actives 0.37% (n = 220,000); in the data active = activation above about 33%, passing the limit was not always enough;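 also: cells stimulated with NPY at EC10 then isoproterenol at EC100; 0% = low agonist plus stimulus and 100% = saturating agonist plus stimulus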
# * marks the source's active call; other numbers are inactive results; . = no result given.
SMILES,BaF3 tox,Ba/F3 V617F tox,CHOP inhibitor,S1P4 antagonist,NPY Y1 blocker,p47phox inh,S1P4 agonist,NPY-Y2 PAM-ag,NPY-Y1 PAM-ag
Cc1ccsc1-c1ccnc(-n2cccc2)n1,3,-4,30,-8,3,-2,-2.1,-11,-17
CC(On1c(-c2ccccc2)nc2ccc(Cl)cc21)C(=O)O (centres undefined),7,-2,-12,9,1,0,-0.4,-19,7
O=C(Cc1n[nH]c(=O)c2ccccc12)NCc1ccccc1,7,4,27,-6,7,1,0.5,-7,0
CCOc1cccc2cc(C(C)=O)oc12,3,-4,0,-1,5,-1,0.7,9,1
CN(C)/N=C1\CCS(=O)(=O)c2sccc21,1,0,6,-7,3,-3,0.1,1,16
CN(CCc1cnn(C)c1)Cc1nc(CC2CC2)no1,3,-1,7,1,-4,3,-1.1,-6,10
C=CCC1(Cl)C(=O)C(Cl)=C(N2CCOCC2)C1(OC)OC (centres undefined),-11,-1,7,3,.,0,0.2,2,18
OCCCCNCc1ccc(OCc2ccc(Cl)cc2)cc1,8,0,35,10,12,1,0.7,-12,-30
CN(C)/C=N/NC(=O)c1ccccc1,3,0,22,-7,2,-3,2.0,-13,-12
CCOc1cc(/C=C2/NC(=O)NC2=O)cc(Br)c1OCc1ccc(C(=O)O)cc1,11,1,20,-9,-3,-17,0.3,-2,14
CSCC[C@H](NC(=O)OC(C)(C)C)c1nnc(SCc2ccccc2)o1,4,1,24,2,4,-3,0.2,-12,-17
Cc1cccc(CSCc2ccc(C(=O)NC3CCCC3)o2)c1,5,-2,8,1,13,-2,1.9,-24,-17
CS(=O)(=O)c1ccc2nc(NC(=O)CS(=O)(=O)Cc3ccccc3)sc2c1,4,-2,-4,-1,-9,-14,-0.4,-3,4
CC/S(CC1CC1(Cl)Cl)=N\S(=O)(=O)c1ccc(C)cc1 (centres undefined),5,2,-16,-8,5,-1,3.1,5,-4
CCc1nc2cc(C)nn2c2nc3ccccc3n12,3,-2,33,-4,3,-6,2.1,-9,3
O=c1c2c(-c3ccc(Cl)cc3)csc2nc2n1CCC2,-1,4,24,-17,-1,0,2.5,7,10
COc1nc(C)nc2c1sc(=S)n2C,2,1,71*,-4,5,-3,0.2,-3,-14
Cc1cccc(C)c1NS(=O)(=O)c1ccc(F)cc1,4,0,8,-29,1,-6,2.9,-4,-8
COC(=O)c1sc(=S)sc1C(=O)OC,3,1,33,-12,5,3,-0.6,-4,-9
O=C(CCCOc1ccc(Cl)cc1Cl)NCCCO,11,1,32,9,1,-15,0.6,-1,8
Cc1cc(C)cc(NC(=S)N2CCN(CCO)CC2)c1,2,-2,7,2,2,0,2.3,9,7
S=c1[nH]nc(CCc2nc3ccccc3[nH]2)n1-c1cccc(Cl)c1,9,2,0,-5,-3,27,-0.5,1,-2
CCN1C(=O)CS/C1=C(\C#N)S(=O)(=O)c1ccccc1,3,-1,12,-5,8,-49,2.1,4,-15
N=c1c2cn[nH]c2nc(SCC(=O)c2ccc(Br)cc2)n1-c1ccc(Br)cc1,2,-2,10,0,4,-2,-0.2,-4,-11
CC1CC(C)CN(CCCNC(=O)c2cn(C)c3ccc(S(=O)(=O)N4CCCC4)cc3c2=O)C1 (centres undefined),1,0,17,0,.,-9,0.9,1,-18
O=C(Nc1c(C(=O)N2CCOCC2)cnn1-c1ccccc1)c1ccco1,3,0,21,-14,4,12,2.0,8,2
O=C(N/N=C/c1cc2cc3c(cc2nc1Cl)OCCO3)c1ccccc1O,2,-4,-14,-8,9,-15,-2.0,-5,-13
CNc1nc(-c2ccc3c(c2)CCN3C(=O)c2ccc(F)cc2)cs1,-1,0,31,-23,-6,-16,0.6,-6,8
COCCCNC(=O)CS(=O)(=O)Cc1nc(-c2cccc(OC)c2)oc1C,1,0,11,2,-1,-4,0.3,2,14
Cc1ccc(-n2ncc(C#N)c2N)cc1,1,-2,-12,-16,.,1,2.1,-16,1
Cc1cccc(N2CCN(CC(O)COCc3cccs3)CC2)c1C (centres undefined),7,1,18,-6,12,3,4.9,-12,-12
CC(NC(=O)c1ccccc1Br)c1ccc2c(c1)CCCC2 (centres undefined),0,-4,34,-18,-5,-13,0.0,8,12
COCCCNC(=O)C1CCN(c2ncccn2)CC1,3,-1,38,-1,-6,-17,2.1,6,14
Cc1ccc(C)n1-c1nc(=S)[nH][nH]1,11,3,26,-4,8,-14,1.1,-15,-1
O=c1c2cc3c(=O)n(-c4ccccc4O)c(=O)c3cc2c(=O)n1-c1ccccc1O,6,4,11,-2,-4,-10,2.2,-3,8
CCNc1nc2c(c(=O)[nH]c(=O)n2C)n1Cc1ccc(F)cc1,4,4,-7,-10,-4,4,0.3,-10,-8
CCOc1ccc(Br)cc1S(=O)(=O)Nc1ccc(Cl)c(S(=O)(=O)N(C)C)c1,5,0,0,-1,6,-11,0.6,-12,26
O=C(CCc1nnc(CCCCc2ccccc2)o1)NCCC1CCCCO1 (centres undefined),2,-2,0,-19,-5,8,0.5,-26,-5
Cc1ccc(Nc2nc(NCCCN3CCOCC3)nc(N)c2[N+](=O)[O-])cc1,6,3,18,-17,2,-25,-1.0,5,8
Cc1cccc(OCCSc2cc(C)nc(N)n2)c1,3,-2,24,-8,1,-3,-0.1,6,1
Cc1ncoc1C(=O)N1CCCC(C(=O)c2ccc(C(F)(F)F)cc2)C1 (centres undefined),4,2,-14,-5,5,-13,-0.6,0,-8
CCc1ccc(/C=C2/SC(=S)N(CC(=O)Nc3nc4ccccc4s3)C2=O)cc1,3,4,7,-12,-4,-91,2.1,-4,24
Cc1ccc(NC(=O)C2CCN(S(=O)(=O)c3cccs3)CC2)cc1,7,-3,-14,-10,-6,-12,2.1,-5,14
COCCn1c(-c2ccccc2)cnc1N,8,-1,-19,-10,-2,-6,-0.1,-13,-3
COC(=O)c1sc(N)c(C(=O)OC)c1CSc1nnnn1C,7,1,22,-9,6,-12,0.5,-10,-29
Cc1ccc(C(=O)N2CCOCC2)cc1[N+](=O)[O-],8,-3,-8,-11,-7,-1,0.8,3,-4
C=CCNC(=O)c1ccc(Cn2c(=S)[nH]c3cc4c(cc3c2=O)OCO4)cc1,9,-1,12,-6,1,-15,-0.1,0,-7
COc1ccc(OC)c(NC(=O)N2CCCC(C)C2)c1 (centres undefined),-4,-3,0,-7,.,-17,1.0,-14,-4
COC(=O)C1CSC(C(=O)OC)N1C(=O)Nc1ccccc1 (centres undefined),2,-2,9,0,8,7,0.5,6,11
CC(=O)Nc1cccc(/C(C)=N/NC(=O)c2ccc(CN3CCOCC3)cc2)c1,6,-2,-10,-15,4,-2,-0.6,-2,15
Cc1ccc(-c2csc(NC(=O)/C=C/c3ccco3)c2C(=O)O)cc1,4,-1,-20,2,-2,-5,-0.8,-15,-6
CCNC(=O)NC(=O)C(C)Sc1ncc(C(F)(F)F)cc1Cl (centres undefined),2,-1,20,-14,-3,-5,2.2,-5,8
O=C(Cc1c(Cl)cccc1Cl)Nc1cccnc1,5,6,-8,-1,-4,7,-0.8,8,-15
O=C(CC1Nc2cccc3cccc(c23)NC1=O)Nc1ccccc1 (centres undefined),4,1,68,1,2,-11,-2.1,5,-19
COc1cccc(Nc2ncnc3nc[nH]c23)c1,-1,-4,35,-16,3,4,4.8,4,16
CCOC(=O)c1nn(-c2cccc(OC)c2)c2nc(Nc3ccccc3)cc(=O)n12,6,13,10,-8,-1,-5,0.9,-14,-43
CCOC(=O)NC(=O)COC(=O)CCCc1nc2ccccc2s1,5,3,-10,-28,8,-9,-0.2,-12,1
Nc1cc2c(cc1C(=O)c1cccc(Br)c1)OCCO2,5,4,10,4,1,3,0.8,-5,-11
CC(=O)Nc1ccc(S(=O)(=O)Nc2nccc(/C=C/c3ccc(Cl)cc3)n2)cc1,0,1,10,7,6,2,-0.3,4,1
O=S(=O)(CCc1ccncc1)Cc1ccc2c3c(cccc13)CC2,1,-2,15,-1,.,-6,2.0,-3,-1

# Arranged by value in NPY-Y1 PAM-ag (lowest first): 3 from the list above.
Structure	NPY-Y1 PAM-ag
COC(=O)c1sc(N)c(C(=O)OC)c1CSc1nnnn1C	-29
CCOc1cc(/C=C2/NC(=O)NC2=O)cc(Br)c1OCc1ccc(C(=O)O)cc1	14
CN(C)/N=C1\CCS(=O)(=O)c2sccc21	16

# The results go on.
SMILES,BaF3 tox,Ba/F3 V617F tox,CHOP inhibitor,S1P4 antagonist,NPY Y1 blocker,p47phox inh,S1P4 agonist,NPY-Y2 PAM-ag,NPY-Y1 PAM-ag
O=C(N/N=C/c1ccc(-c2cccc([N+](=O)[O-])c2)o1)c1ccc([N+](=O)[O-])cc1,5,1,4,-9,0,4,-0.6,-2,-3
Cn1nc(C(F)(F)F)cc1C(=O)Nc1ccc(Cl)cc1,2,1,10,0,.,0,0.0,-2,-2
Oc1ccc(N=Nc2ccc3c(c2)OCCO3)c2cccnc12,2,-1,0,-8,-6,-29,1.5,8,28
S=C(NCc1ccco1)N1CCN(C/C=C/c2ccccc2)CC1,3,0,-6,-12,0,-11,0.1,6,-2
COCCNC(=O)Cn1cc(C(=O)c2cccs2)c2ccccc21,-1,-1,-7,-10,0,-1,-2.0,17,-11
O=C(O)[C@H]1CCCC[C@H]1C(=O)NCCNC(=O)[C@@H]1CCCC[C@@H]1C(=O)O,4,1,16,-3,-1,-4,0.7,-2,4
CCCN(CCC)C(=O)CP(=O)(c1ccccc1)c1ccccc1,3,-1,12,21,-5,-7,-2.4,-2,4
O=C(Nc1nccs1)c1cn2ccccc2n1,6,6,19,15,.,-13,-1.2,3,-8
C=CCn1c(SCC(=O)c2[nH]c(C)c(C(=O)OCC)c2C)nc2scc(-c3ccc(OC)c(OC)c3)c2c1=O,8,4,106*,-5,-3,14,-0.1,5,15
Cc1cc(N2CCN(C(=O)c3ccco3)CC2)n2nc(C)c(-c3ccccc3)c2n1,3,1,35,-5,0,3,-0.9,-1,-10
CCCC1=C(C(=O)OCC)C(c2cccs2)n2ncnc2N1 (centres undefined),-3,0,5,-15,.,-2,0.9,-7,15
Cc1ccc(N(CC(=O)NCc2ccc3c(c2)OCO3)S(=O)(=O)c2c(C)noc2C)cc1,7,2,46,-30,-3,-12,-3.4,0,-14
COc1cccc(C(=O)Nc2sc(C(C)C)cc2C(N)=O)c1OC,-8,-1,15,-11,.,-13,-0.3,22,42
O=C(N/N=C/c1sc(N2CCOCC2)nc1-c1ccccc1)c1ccccc1O,9,-2,0,-5,-5,-24,0.4,10,-18
Cc1cccc(OCc2nnc(SCC(=O)Nc3cccc(C(=O)N4CCOCC4)c3)n2C)c1C,5,0,-5,-9,1,-4,-0.6,12,1
O=c1c2c3c(sc2nc(NCCOCCO)n1Cc1ccco1)CCCCC3,3,2,6,4,.,-22,0.2,-1,9
CC(C)OCCCNCC(O)c1ccccc1 (centres undefined),2,-1,11,-12,2,-10,0.3,2,4
